Source: PubChem BioAssay
TGFb SMAD3 inh = inhibitors of TGF-b signaling; Potency, µM (highest dose often 46.1 µM), inactives show top-dose activity, negative = inhibition, usual class: inhibitors; HepG2 CAGA-GFP TGF-b/SMAD3 reporter, GFP fluorescence, 18 h; TGF-beta stimulated, 500 pg/mL final; 410,000 compounds, 1.2% hits; AID 588855; also: potency is read from the fitted curve at half-maximal effect; % is scaled to controls: 0 for no effect and ±100 for the full control effect; nearly all actives have a fitted effect of over 65% in size
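HEPG2 CAGA-GFP cells (1000/well, DMEM with 1% FBS) were pre-incubated 2 h at 37 degrees C, given compound by pin tool, then stimulated with TGF-beta at 500 pg/mL final for 18 h before per-cell GFP fluorescence imaging.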
A549 tox = kills or reduces viability of A549 cells in Nrf2 counter-screen. A549 ARE-Fluc cells, CellTiter-Fluor viability, 18-24 h. Potency, µM (top dose mostly 46 µM), for inactives: at the top dose activity change, negative = cytotoxicity, most hits filed as inhibitors. 390,000 compounds, 0.16% hits. AID 504648; also: potency is read from the fitted curve at half-maximal effect; % is scaled to controls: 0 for no effect and ±100 for the full control effect
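A549 ARE-Fluc cells in 5% FBS OPTI-MEM, 5000 cells/well, rested 2 h then exposed to compounds in concentration-response for 18-24 h at 37 °C. Viability by CellTiter-Fluor fluorescence (Ex 405/Em 525) after 30 min; luciferase luminescence (BugLite, 15 min, RT) read afterwards.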
Akt phos inh = blocks phosphorylation of Akt; 360,000 compounds, 0.32% hits; Neuro2A IGF-stimulated pAkt S473 HTRF, 20 min; active compounds read low; activity change, % for hits at 50 µM; in the data active = activity change below about -80%; inconclusive = mostly about -51% to -80%; also: % is scaled to controls: 0 for no effect and ±100 for the full control effect
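Single-point screen (50 µM final compound) in Neuro2A cells stimulated 20 min with 6 nM IGF at 37 deg C. After lysis, Ser473-phosphorylated Akt read by HTRF (ex 330 nm, em 615/665 nm) as the 665/615 ratio.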
CCT modulator = modulators of cytosolic chaperonin (CCT/TRiC) activity | purified chaperonin ATPase assay, HTRF ADP detection, 30 min | AID 651819 | 360,000 compounds, 0.3% hits | activity change, % (test concentration not listed), hits read low; in the data active = activity change below about -30%; also: % is scaled to controls: 0 for no effect and ±100 for the full control effect
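Enzyme 40 or 20 nM (batch-dependent) in Tris pH 7.4/KCl/MgCl2/DTT; cpd 76 uM single point; ATP 10 uM; 30 min 37 °C; Transcreener ADP HTRF detection, 30 min RT; ratio 665/615.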
Mm-Cpn inhibitor = blocks the Methanococcus maripaludis chaperonin Mm-Cpn; purified Mm-Cpn ATPase, ADP Transcreener TR-FRET; Potency, µM (highest dose often 76.9 µM), for the others: top-dose activity, negative = inhibition, actives largely listed as inhibitors; 330,000 compounds, 0.031% hits; also: potency is read from the fitted curve at half-maximal effect; % is scaled to controls: 0 for no effect and ±100 for the full control effect; nearly all actives have a fitted effect of over 80% in size
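Measured: ADP formation by purified Mm-CPN. Conditions: 25 nM protein, 10 uM ATP, Tris pH 7.4 with Mg2+, K+ and DTT, 37°C for 30 min. Detection: Transcreener HTRF after 30 min at room temperature.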
S2 tox = viability counter-screen for ATXN expression inhibitors; S2 cells (HEK-293 line with an ATXN2-luciferase reporter) viability, CellTiter-Fluor protease fluorescence, 24 h; Potency, µM (titrated, usually from 56.7 µM), most hits filed as cytotoxic; 400,000 compounds, 0.49% hits; also: potency is read from the fitted curve at half-maximal effect; nearly all actives have a fitted effect of over 40% in size
Nrf2 block = blocks Nrf2 signaling. A549 ARE-Fluc reporter, luciferase luminescence, 18-24 h. 360,000 compounds, 2.1% hits. AID 504444. Potency, µM (highest dose often 46 µM), without a hit: at the top dose activity change, negative = inhibition, actives largely listed as inhibitors; also: potency is read from the fitted curve at half-maximal effect; % is scaled to controls: 0 for no effect and ±100 for the full control effect; nearly all actives have a fitted effect of over 60% in size
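Reporter: ARE-Fluc in A549. Exposure: 18-24 h, 37 °C, 5% CO2, 5% FBS OPTI-MEM. Readouts: fluorescent cytotoxicity (CellTiter-Fluor), then luminescent Nrf2 signal after BugLite.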
Nrf2 ARE act = activators of Nrf2 (ARE) signaling; AREc32 ARE-luciferase reporter (MCF7-derived line), luminescence, 24 h; Potency, µM (titrated, usually from 46.1 µM), for the others: at the top dose activation, usual class: activators; 410,000 compounds, 0.31% hits; also: potency is read from the fitted curve at half-maximal effect; % of control where 0% means no effect; nearly all actives have a fitted effect of over 65% in size
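Quantitative high-throughput format: AREc32 reporter cells, 1000 per well, received compound by pin transfer and were incubated 24 hr at 37 deg C, 5% CO2, before Steady-Glo luminescence detection.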
HepG2 viability = counter-screen for TGF-b inhibitors: cytotoxicity in HepG2 cells. HepG2 CAGA-GFP viability, ATP luminescence, 18 h. Potency, µM (doses to about 46.1 µM), for inactives: at the top dose activity change, negative = cytotoxicity, usual class: cytotoxic. 410,000 compounds, 0.76% hits; also: potency is read from the fitted curve at half-maximal effect; some results filed as inactive show a strong effect at the top dose
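CellTiter-Glo luminescence gave cytotoxicity after 18 hours at 37 degrees C. The cells were HepG2 CAGA-GFP in 1% FBS DMEM, stimulated with 500 pg/mL TGF-beta after compound addition. %Activity was normalised to no-cell wells (complete cell-killing) and DMSO (no toxicity), and curves were fitted and classified.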
The depositor's hits bear a star; ! = repeats disagree. Unless noted, calls follow the shape of the dose curve; as a rule, active = well fitted curve in the direction sought with a large enough effect; inconclusive = small, poorly fitted or top-dose-only effect, or another doubt; inactive = no such curve, though single readings can be large; an effect the other way counts as inactive or inconclusive.

Screening O=C1c2ccccc2C(=O)c2c1ccc1c(=O)n(C3CCCCC3)[nH]c21 returned TGFb SMAD3 inh inconclusive, A549 tox -29%, Akt phos inh inactive, CCT modulator -4.4, Mm-Cpn inhibitor 2%, S2 tox inactive, Nrf2 block inconclusive, Nrf2 ARE act 0.2% and HepG2 viability -5%.
Cc1ccc(-n2c3c(cc(C(=O)Nc4ccccc4C(N)=O)c2=O)C(=O)CC(C)(C)C3)cc1 was read as TGFb SMAD3 inh -1%, A549 tox -4%, S2 tox inactive, Nrf2 block -28%, Nrf2 ARE act 0.3% and HepG2 viability -2%.
O=S1(=O)CC(O)C(NCCO)C1 (stereo unspecified) was read as TGFb SMAD3 inh 2%, A549 tox -7%, Akt phos inh inactive, CCT modulator -0.4, Mm-Cpn inhibitor 2%, S2 tox inactive, Nrf2 block 6%, Nrf2 ARE act -0.6% and HepG2 viability 0%.
Screening CCC(=O)Nc1c2c(nn1-c1ccc(F)cc1)CS(=O)(=O)C2 returned TGFb SMAD3 inh 0%, A549 tox -1%, Akt phos inh inactive, CCT modulator -0.6, Mm-Cpn inhibitor 0%, S2 tox inactive, Nrf2 block 2%, Nrf2 ARE act -1.0% and HepG2 viability 8%.
For O=C(Cn1cc2c(n1)CCCCC2)N1CCc2ccccc21 the results were TGFb SMAD3 inh 8%, A549 tox 1%, Akt phos inh inactive, CCT modulator -0.4, Mm-Cpn inhibitor -1%, S2 tox inactive, Nrf2 block 14%, Nrf2 ARE act 0.1% and HepG2 viability -8%.
For Cc1nnc(N2CCC(C(=O)N3CCCCCC3)CC2)c2nn(-c3ccc(Cl)cc3)c(C)c12 the results were TGFb SMAD3 inh inconclusive, A549 tox inconclusive, Akt phos inh inactive, CCT modulator 1.0, Mm-Cpn inhibitor 2%, S2 tox inactive, Nrf2 block inconclusive, Nrf2 ARE act -1.6% and HepG2 viability -19%.
COC(=O)c1ccc(NC(=O)Nc2ccccc2C)cc1 was read as TGFb SMAD3 inh 4%, A549 tox 8%, Akt phos inh inactive, CCT modulator -3.3, Mm-Cpn inhibitor 0%, S2 tox inactive, Nrf2 block inconclusive, Nrf2 ARE act 6.2% and HepG2 viability 0%.
COC(=O)C1=C(C)N=C2SC(C)C(=O)N2C1/C=C/c1ccccc1OC (stereo unspecified) was read as TGFb SMAD3 inh 3%, A549 tox 2%, Akt phos inh inactive, CCT modulator 3.0, Mm-Cpn inhibitor -2%, S2 tox inactive, Nrf2 block 12%, Nrf2 ARE act 0.5% and HepG2 viability 6%.
For COc1ccc(C(=O)COC(=O)Cn2c(C)csc2=O)c(OC)c1 the results were TGFb SMAD3 inh 0%, A549 tox -4%, Akt phos inh inactive, CCT modulator -0.9, Mm-Cpn inhibitor 0%, S2 tox inactive, Nrf2 block 12%, Nrf2 ARE act 0.0% and HepG2 viability 6%.
`CSc1cccc(NC(=O)CN(Cc2ccc(Cl)cc2)S(C)(=O)=O)c1` gave TGFb SMAD3 inh -23%, A549 tox 5%, CCT modulator -0.8, Mm-Cpn inhibitor 2%, S2 tox inactive, Nrf2 ARE act 0.2% and HepG2 viability -16%.
For CC(=O)COc1ccc2cc(-c3ccccc3)c(=O)oc2c1 the results were TGFb SMAD3 inh 5%, A549 tox -1%, Akt phos inh inactive, CCT modulator -3.8, Mm-Cpn inhibitor -4%, S2 tox inactive, Nrf2 block inconclusive, Nrf2 ARE act 3.3% and HepG2 viability -19%.
For COc1ccc(CN2C(=O)c3cccnc3C2=O)cc1S(=O)(=O)N1CC(C)CC(C)C1 (stereo unspecified) the results were TGFb SMAD3 inh -7%, A549 tox 4%, Akt phos inh inactive, CCT modulator 1.0, Mm-Cpn inhibitor -1%, S2 tox inactive, Nrf2 block 4%, Nrf2 ARE act -0.6% and HepG2 viability 10%.
For CCc1ccc(-c2nc(SCC(=O)NCCOC)c(-c3ccc(C)cc3)[nH]2)cc1 the results were TGFb SMAD3 inh -30%, A549 tox 0%, Nrf2 block 5%, Nrf2 ARE act 4.4% and HepG2 viability -13%.
`CC(C)C1C(=O)N(Cc2cn(CC3CCCCC3)nn2)CCS(=O)(=O)N1Cc1ccc(-c2ccc(F)cc2)cc1` (stereo unspecified) gave TGFb SMAD3 inh inconclusive, Akt phos inh inactive, CCT modulator 1.5, S2 tox inactive, Nrf2 ARE act -1.4% and HepG2 viability -34%.
COc1ccc(CCn2c(C)cc(C(=O)CN3C(=O)C(=O)N(C4CCCC4)C3=O)c2C)cc1OC was read as TGFb SMAD3 inh -6%, A549 tox -1%, Akt phos inh inactive, CCT modulator -2.4, Mm-Cpn inhibitor -8%, S2 tox inconclusive, Nrf2 block inconclusive, Nrf2 ARE act 2.5% and HepG2 viability -1%.
For COc1ccc(CC(=O)N2CCc3ccccc32)cc1 the results were TGFb SMAD3 inh 6%, A549 tox 11%, Akt phos inh inactive, CCT modulator -3.9, Mm-Cpn inhibitor -1%, S2 tox inactive, Nrf2 ARE act 3.9% and HepG2 viability -23%.
Screening Cc1cc(C)cc(OCCNC(=O)c2ccc(Br)cc2)c1 returned TGFb SMAD3 inh -10%, A549 tox 1%, Akt phos inh inactive, CCT modulator 1.8, Mm-Cpn inhibitor 1%, S2 tox inactive, Nrf2 block -28%, Nrf2 ARE act 0.4% and HepG2 viability -4%.
For Cc1ccc(C(=O)Oc2oc(-c3ccco3)nc2C=Nc2ccc(Cl)cc2)cc1 the results were TGFb SMAD3 inh 9%, A549 tox 1%, Akt phos inh inactive, CCT modulator -1.1, Mm-Cpn inhibitor 0%, S2 tox inactive, Nrf2 block inconclusive, Nrf2 ARE act 4.0% and HepG2 viability -4%.
Screening O=C(NC(Cc1c[nH]c2ccccc12)C(=O)O)c1ccc(F)cc1 (stereo unspecified) returned TGFb SMAD3 inh 4%, A549 tox 0%, Akt phos inh inactive, CCT modulator 3.2, Mm-Cpn inhibitor 2%, S2 tox inactive, Nrf2 block -1%, Nrf2 ARE act -0.3% and HepG2 viability 6%.
`C[C@@H]1CN([C@@H](C)CO)C(=O)c2cc(Br)cnc2O[C@H]1CN(C)C(=O)Cc1ccccn1` gave TGFb SMAD3 inh -17%, Akt phos inh inactive, CCT modulator -1.3, S2 tox inactive, Nrf2 ARE act -0.6% and HepG2 viability -33%.
For COc1cccc(-c2nnn(CC(=O)N(C3CCCCC3)C3CCS(=O)(=O)C3)n2)c1 (stereo unspecified) the results were TGFb SMAD3 inh 1%, Akt phos inh inactive, CCT modulator 0.2, S2 tox inactive, Nrf2 ARE act -0.8% and HepG2 viability 14%.
CCn1c(C(C)C)n[nH]c1=S was read as TGFb SMAD3 inh 0%, A549 tox 1%, Akt phos inh inactive, CCT modulator 0.6, Mm-Cpn inhibitor 2%, S2 tox inactive, Nrf2 block 20%, Nrf2 ARE act -0.4% and HepG2 viability 11%.
Screening O=S1(=O)CCOC[C@H](CC2CCCCC2)N1Cc1cccc(C(F)(F)F)c1 returned TGFb SMAD3 inh inconclusive, A549 tox inconclusive, Akt phos inh inactive, CCT modulator -0.5, Mm-Cpn inhibitor 0%, S2 tox inactive, Nrf2 block inconclusive, Nrf2 ARE act 3.8% and HepG2 viability 13µM*!.
Screening O=C(c1ccc(S(=O)(=O)N2CCCCCC2)cc1)N1CCC(CN2C(=O)c3cccc4cccc(c34)C2=O)CC1 returned TGFb SMAD3 inh -3%, A549 tox -9%, Akt phos inh inactive, CCT modulator -8.0, Mm-Cpn inhibitor -8%, S2 tox inconclusive, Nrf2 block inconclusive, Nrf2 ARE act 0.0% and HepG2 viability -2%.
For Cc1c(C(=O)NCc2ccc(F)cc2)sc(=O)n1Cc1ccc(C(=O)c2ccccc2)cc1 the results were TGFb SMAD3 inh inconclusive, Akt phos inh inactive, CCT modulator -2.3, S2 tox inactive, Nrf2 ARE act 3.5% and HepG2 viability -7%.
`CCOc1cccc(/C=C/C(=O)O)c1` gave TGFb SMAD3 inh 4%, A549 tox 2%, Akt phos inh inactive, CCT modulator -1.1, Mm-Cpn inhibitor 4%, S2 tox inactive, Nrf2 block 3%, Nrf2 ARE act 0.3% and HepG2 viability 3%.
For Cc1ccc(S(=O)(=O)N2C3C=CC(C3)C2C(=O)O)cc1 (stereo unspecified) the results were TGFb SMAD3 inh 0%, A549 tox -3%, Akt phos inh inactive, CCT modulator -0.9, Mm-Cpn inhibitor 2%, S2 tox inactive, Nrf2 block -4%, Nrf2 ARE act 0.0% and HepG2 viability 2%.
`CCN1CCN(Cc2nc3c(c(=O)n(C)c(=O)n3C)n2Cc2cccc3ccccc23)CC1` gave TGFb SMAD3 inh -11%, A549 tox inconclusive, Akt phos inh inactive, CCT modulator 3.0, Mm-Cpn inhibitor 1%, S2 tox inactive, Nrf2 block 7%, Nrf2 ARE act -0.1% and HepG2 viability 6%.
Screening CC(=Nc1ccccc1)C1=C(O)CSC1=O returned TGFb SMAD3 inh 5%, A549 tox 8%, Akt phos inh inactive, CCT modulator -2.0, Mm-Cpn inhibitor -1%, S2 tox inactive, Nrf2 block 28%, Nrf2 ARE act inconclusive and HepG2 viability 2%.
